MC4R antag cAMP: blocks human MC4R cAMP signaling | P32245 | MC4R-expressing cells, MTII-stimulated cAMP, LANCE TR-FRET | inhibition, % at 6.5 µM | 0.48% of 360,000 active;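 active means inhibition above its plate's cutoff, the mean of tested wells on that plate plus 3 SD, cut at about 29% in these data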;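 further: 0% = Melanotan II alone and 100% = Melanotan II plus saturating MCL0020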
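Test system: U2OS cells stably expressing human melanocortin 4 receptor (MC4R); also added: Melanotan II challenge; compound: 6.5 µM single dose; timing: 30-min compound preincubation, 1-h Melanotan II challenge, 1-h detection, room temperature; signal: Eu-cAMP/anti-cAMP TR-FRET, emission 671 nm; repeats: one well per compound, no replicates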
ABCB6 inh MLPCN: inhibitors of human ABC transporter ABCB6 | Q9NP58 | 0.19% of 360,000 active | K562-ABCB6 porphyrin accumulation, flow cytometry, 1 h; active compounds read low | fluorescence ratio to DMSO, % at 10 µM | AID 602162;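 active means fluorescence ratio to DMSO below 75%, the collection mean minus 3 SD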;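 further: signal is porphyrin accumulated inside mitochondria; 100% equals median channel fluorescence of DMSO control wells; lower ratio means ABCB6 inhibition with less porphyrin fluorescence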
Target sequence (Q9NP58 whole entry, looked up): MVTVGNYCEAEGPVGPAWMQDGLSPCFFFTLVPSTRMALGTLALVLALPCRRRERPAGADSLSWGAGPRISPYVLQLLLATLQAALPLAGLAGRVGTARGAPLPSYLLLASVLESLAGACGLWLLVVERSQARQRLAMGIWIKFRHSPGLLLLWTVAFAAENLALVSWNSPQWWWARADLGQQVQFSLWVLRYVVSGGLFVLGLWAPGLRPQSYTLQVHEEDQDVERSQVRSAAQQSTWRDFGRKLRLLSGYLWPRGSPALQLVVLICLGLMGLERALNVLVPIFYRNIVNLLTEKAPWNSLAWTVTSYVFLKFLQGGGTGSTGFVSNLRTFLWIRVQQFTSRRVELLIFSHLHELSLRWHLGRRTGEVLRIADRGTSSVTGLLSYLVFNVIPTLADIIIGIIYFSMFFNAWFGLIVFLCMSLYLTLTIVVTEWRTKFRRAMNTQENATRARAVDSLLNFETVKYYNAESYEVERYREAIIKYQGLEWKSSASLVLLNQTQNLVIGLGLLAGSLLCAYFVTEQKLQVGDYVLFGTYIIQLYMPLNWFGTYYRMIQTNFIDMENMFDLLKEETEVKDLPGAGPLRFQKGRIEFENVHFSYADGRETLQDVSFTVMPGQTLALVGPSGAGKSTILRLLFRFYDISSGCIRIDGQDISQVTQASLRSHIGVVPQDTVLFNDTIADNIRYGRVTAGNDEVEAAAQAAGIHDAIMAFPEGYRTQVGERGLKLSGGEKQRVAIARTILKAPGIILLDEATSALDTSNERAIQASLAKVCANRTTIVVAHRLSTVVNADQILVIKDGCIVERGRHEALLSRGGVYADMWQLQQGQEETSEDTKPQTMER
CaV13 FRET inh: Disruptors of the CACNA1D IQ motif to Ca2+-dependent inactivation inhibitor domain association, primary screening, Förster resonance energy transfer in intact living … | HEK cells, CFP/YFP FRET ICDI-IQ, plate reader, 10 min; percent FRET-ratio fall versus neutral wells | inhibition, % at 12.3 µM | 0.098% of 340,000 active;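 active means mean replicate inhibition of at least 30% and at least 1% of replicates passing that level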;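 further: 0% = median of the neutral control wells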
Glyco luc inh: blocks N-linked glycosylation in D54 reporter cells; reporter increase, % at 12.5 µM; 0.23% of 360,000 active; D54 ERlucT glycosylation luciferase reporter, 24 h; percent of 100 nM tunicamycin response;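 active means mean luciferase reporter signal, scaled so untreated is 0 and the glycosylation-blocking control 100, at or above a set limit in every replicate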;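 further: luciferase carries N-glycosylation sites so blocking glycosylation raises the light; 0% = median of neutral control wells and 100% = median of 100 nM tunicamycin wells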
aDG glyco up: increases alpha dystroglycan glycosylation. Pro5-aDG cells, alpha-DG glycosylation AlphaScreen (IIH6); 0% Pro5, 100% B10-LARGE cell signal. activation, % at 10 µM. 0.22% of 360,000 active. AID 624168;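 active means activation of at least 8% versus controls, or a plate z-score of at least 8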;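 further: Pro5 are CHO cells carrying HIG-tagged alpha-DG that lacks glycosylation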
Vif inh: HIV Vif inhibition | HEK293T cells, Vif self-association by quenched fluorescence, imaging, 24 h | 0.35% of 340,000 active | inhibition, % at 7.49 µM; in the data active means inhibition above about 50%, passing the limit was not always enough; further: some results filed as inactive read as strong as hits
H9c2 protect: myocardial damage modulation in H9c2 cells; H9c2 cardiomyocytes, H2O2 injury protection, ATPLite, 2 h; 0.63% of 360,000 active; protection from H2O2 cell death, % at 20 µM;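 active means compounds giving at least 50% protection of heart cells from peroxide-induced death in the single-dose screen, raw or plate-pattern-corrected value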;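 further: 0% = DMSO wells with peroxide and 100% = DMSO wells without peroxide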
HTR2A ag: mouse HTR2A agonism via beta-arrestin recruitment | P35363 | CHO-K1 mHTR2A beta-arrestin complementation, luminescence; percent of 30 µM serotonin response | activation, % at 7.6 µM | 0.66% of 360,000 active | AID 624169;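 active means activation above a run cutoff, the mean activation of all tested compounds plus 3 SD, cut at about 14% in these data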;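 further: 0% = plate median of compound wells and 100% = 30 µM serotonin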
MC4R ag barr: human MC4R agonism via beta-arrestin. P32245. U2OS MC4R beta-arrestin complementation, luminescence; percent of melanotan II response, DMSO zero. activation, % at 8.9 µM. 0.98% of 360,000 active;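 active means activation above a per-plate cutoff, the mean activation of sample wells on that plate plus 3 SD, cut at about 8% in these data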
PDI inh: inhibitors of human protein disulfide isomerase | AID 588391 | inhibition, % at 10 µM | PDI insulin aggregation turbidity, A650, 90 min | P07237 | 0.052% of 350,000 active;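 active means mean inhibition across replicates of 30% or more, whatever share of single replicates reach that level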;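 further: absorbance from insulin aggregation driven by PDI reduction with DTT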
An asterisk follows results filed as active. Rows are unselected, and some 3.6% of all compounds hit somewhere here.

The first two entries as a preview:
Screening Cc1ccc(-c2cc(-c3ccccc3)nc(N)c2C#N)o1 returned MC4R antag cAMP 6, ABCB6 inh MLPCN 97, CaV13 FRET inh -4, Glyco luc inh 4, aDG glyco up -0.1, Vif inh -3, H9c2 protect -7, HTR2A ag 2, MC4R ag barr -0.2 and PDI inh -4.
For O=C(CCn1c2c(c3ccccc31)CCCC2)NNC(=O)c1ccc([N+](=O)[O-])cc1 the results were MC4R antag cAMP 16, ABCB6 inh MLPCN 96, CaV13 FRET inh -4, Glyco luc inh -1, aDG glyco up 0.0, Vif inh 9, H9c2 protect -7, HTR2A ag 0, MC4R ag barr 0.4 and PDI inh -7.

All compounds of this part, repeating the preview:
Screening Cc1ccc(-c2cc(-c3ccccc3)nc(N)c2C#N)o1 returned MC4R antag cAMP 6, ABCB6 inh MLPCN 97, CaV13 FRET inh -4, Glyco luc inh 4, aDG glyco up -0.1, Vif inh -3, H9c2 protect -7, HTR2A ag 2, MC4R ag barr -0.2 and PDI inh -4.
For O=C(CCn1c2c(c3ccccc31)CCCC2)NNC(=O)c1ccc([N+](=O)[O-])cc1 the results were MC4R antag cAMP 16, ABCB6 inh MLPCN 96, CaV13 FRET inh -4, Glyco luc inh -1, aDG glyco up 0.0, Vif inh 9, H9c2 protect -7, HTR2A ag 0, MC4R ag barr 0.4 and PDI inh -7.
Screening CNC[C@H]1Oc2ccc(NC(=O)Nc3ccc4c(c3)OCO4)cc2C(=O)N([C@H](C)CO)C[C@@H]1C returned MC4R antag cAMP 0, ABCB6 inh MLPCN 101, CaV13 FRET inh -12, Glyco luc inh 7, aDG glyco up 0.0, Vif inh -1, H9c2 protect 2, HTR2A ag 5, MC4R ag barr -0.4 and PDI inh -5.
CS(=O)(=O)c1cnc(-c2ccccc2)nc1-c1ccccc1Cl was read as MC4R antag cAMP 16, ABCB6 inh MLPCN 102, CaV13 FRET inh -4, Glyco luc inh 1, aDG glyco up 0.2, Vif inh -4, H9c2 protect -2, HTR2A ag 3, MC4R ag barr 0.9 and PDI inh -5.
Screening O=c1cc(O)nc(SCc2ccccc2)n1-c1ccc(Cl)cc1 returned MC4R antag cAMP 1, ABCB6 inh MLPCN 102, CaV13 FRET inh -5, Glyco luc inh 1, aDG glyco up -0.4, Vif inh -2, H9c2 protect -5, HTR2A ag -1, MC4R ag barr -1.1 and PDI inh 1.
O=C(Nc1cccc(S(=O)(=O)NCc2ccco2)c1)c1cccc(Cl)c1 was read as MC4R antag cAMP 1, ABCB6 inh MLPCN 86, CaV13 FRET inh -3, Glyco luc inh -1, aDG glyco up -0.2, Vif inh -9, H9c2 protect -5, HTR2A ag -4, MC4R ag barr -0.3 and PDI inh 6.
CC(=O)c1cccc(NC(=O)C2CC(=O)N(c3ccc4c(c3)OCCO4)C2)c1 (configuration not stated) was read as MC4R antag cAMP 3, ABCB6 inh MLPCN 93, CaV13 FRET inh -5, Glyco luc inh 1, aDG glyco up 0.1, Vif inh 4, H9c2 protect 2, HTR2A ag 7, MC4R ag barr -1.9 and PDI inh -4.
`COc1ccc(C(=O)NC2CCc3ccccc32)cc1OC1CCN(C(C)C)CC1` (configuration not stated) gave MC4R antag cAMP 11, ABCB6 inh MLPCN 98, CaV13 FRET inh -10, Glyco luc inh -1, aDG glyco up 0.3, Vif inh 9, H9c2 protect 3, HTR2A ag 2, MC4R ag barr -2.2 and PDI inh 4.
Cc1ccccc1-n1nc2c(c1NC(=O)c1ccc(Br)o1)CSC2 was read as MC4R antag cAMP 4, ABCB6 inh MLPCN 98, Glyco luc inh 1, aDG glyco up 0.1, Vif inh 3, H9c2 protect -1, HTR2A ag 2, MC4R ag barr 3.2 and PDI inh 2.
Screening Cc1ccc(-c2nc(N)n(S(C)(=O)=O)n2)cc1 returned MC4R antag cAMP 13, ABCB6 inh MLPCN 109, CaV13 FRET inh -7, Glyco luc inh 0, aDG glyco up -0.2, Vif inh 3, H9c2 protect 5, HTR2A ag 2, MC4R ag barr 4.3 and PDI inh 3.
Screening Cc1sc(NC(=O)CCC(=O)O)c(C(N)=O)c1-c1ccccc1 returned MC4R antag cAMP -3, ABCB6 inh MLPCN 98, CaV13 FRET inh -1, Glyco luc inh 0, aDG glyco up 0.2, Vif inh 2, H9c2 protect -4, HTR2A ag 6, MC4R ag barr -1.2 and PDI inh 10.
Screening O=C(Nc1ccc(F)cc1F)c1ccc2nc(N3CCOCC3)sc2c1 returned MC4R antag cAMP 9, ABCB6 inh MLPCN 100, CaV13 FRET inh -4, Glyco luc inh 0, aDG glyco up 0.0, Vif inh -9, H9c2 protect 12, HTR2A ag -3, MC4R ag barr -1.9 and PDI inh 13.
Cc1cccc(Nc2nnc(SCC(=O)c3ccc(O)cc3O)s2)c1 was read as MC4R antag cAMP 0, ABCB6 inh MLPCN 97, CaV13 FRET inh -3, Glyco luc inh -2, aDG glyco up -0.1, Vif inh 6, H9c2 protect -2, HTR2A ag -2, MC4R ag barr 1.4 and PDI inh 18.
Screening CC1CCCN(CC(O)CN2CCN(CC(O)CN3CCCC(C)C3)C(C)C2)C1 (configuration not stated) returned MC4R antag cAMP 1, ABCB6 inh MLPCN 96, CaV13 FRET inh -6, Glyco luc inh 0, aDG glyco up 0.0, Vif inh 0, H9c2 protect 2, HTR2A ag -5, MC4R ag barr -0.7 and PDI inh -1.
`S=c1[nH]ncn1/N=C/c1ccccc1` gave MC4R antag cAMP 2, ABCB6 inh MLPCN 96, CaV13 FRET inh -3, Glyco luc inh 1, aDG glyco up 0.2, Vif inh 9, H9c2 protect -1, HTR2A ag 3, MC4R ag barr 0.6 and PDI inh 10.
Screening Cc1ccc(OCCCC(=O)Nc2ccc(N3CCOCC3)cc2)cc1 returned MC4R antag cAMP 12, ABCB6 inh MLPCN 97, Glyco luc inh 4, aDG glyco up 0.0, Vif inh -3, H9c2 protect 4, HTR2A ag -3, MC4R ag barr -1.9 and PDI inh -4.
Screening COc1ccc2[nH]c(CN3CCN(CC=C(C)C)C(CCO)C3)c(C)c2c1 (configuration not stated) returned MC4R antag cAMP -1, ABCB6 inh MLPCN 91, CaV13 FRET inh -5, Glyco luc inh 1, aDG glyco up -0.1, Vif inh 0, H9c2 protect -1, HTR2A ag -1, MC4R ag barr 0.1 and PDI inh 1.
Screening Oc1ccc(Nc2nnc(-c3ccc(O)cc3)c3ccccc23)cc1 returned MC4R antag cAMP 0, ABCB6 inh MLPCN 79, CaV13 FRET inh -5, Glyco luc inh 4, aDG glyco up -0.2, Vif inh -4, H9c2 protect 22, HTR2A ag 11, MC4R ag barr -3.0 and PDI inh 0.
`CC1CN(CC(O)COc2ccc(C(C)C)cc2)CC(C)O1` (configuration not stated) gave MC4R antag cAMP 10, ABCB6 inh MLPCN 93, CaV13 FRET inh -4, Glyco luc inh 2, aDG glyco up 0.7, Vif inh -8, H9c2 protect -15, HTR2A ag 0, MC4R ag barr 3.9 and PDI inh -3.
For O=C(Nc1ccc2nc(-c3ccco3)[nH]c2c1)c1ccco1 the results were MC4R antag cAMP -11, ABCB6 inh MLPCN 103, CaV13 FRET inh -5, Glyco luc inh 4, aDG glyco up -0.2, Vif inh 6, H9c2 protect 1, HTR2A ag 3, MC4R ag barr 0.7 and PDI inh 5.
Cc1nn(Cc2cccc(C(=O)Nc3ccn(Cc4ccccc4F)n3)c2)c(C)c1[N+](=O)[O-] was read as MC4R antag cAMP 1, ABCB6 inh MLPCN 98, CaV13 FRET inh -7, Glyco luc inh -5, aDG glyco up 0.2, H9c2 protect 7, HTR2A ag -3, MC4R ag barr -1.0 and PDI inh 5.
Screening COc1cc(/C=N/NC(=O)CNC(=O)c2cccs2)ccc1O returned MC4R antag cAMP 15, ABCB6 inh MLPCN 98, CaV13 FRET inh -15, Glyco luc inh 2, aDG glyco up -0.1, Vif inh 8, H9c2 protect -2, HTR2A ag 0, MC4R ag barr 0.7 and PDI inh -12.
For Cc1ccc(Cc2c(-c3ccc(C#N)cc3)nc3ccc(Br)cn23)cc1 the results were MC4R antag cAMP -5, ABCB6 inh MLPCN 92, CaV13 FRET inh -3, Glyco luc inh -2, aDG glyco up 0.5, Vif inh -3, H9c2 protect -2, HTR2A ag 1, MC4R ag barr 0.7 and PDI inh 13.
For CSC1=C(C#N)C(CC(C)C)C2=C(CCCC2=O)N1 (configuration not stated) the results were MC4R antag cAMP 5, ABCB6 inh MLPCN 100, Glyco luc inh 4, aDG glyco up -0.3, Vif inh -2, H9c2 protect -12, HTR2A ag -5, MC4R ag barr -1.1 and PDI inh 8.
For CC(C)(NC(=O)NC(CO)c1ccccc1)c1cccc(C(C)(C)NC(=O)NC(CO)c2ccccc2)c1 (configuration not stated) the results were MC4R antag cAMP -2, ABCB6 inh MLPCN 98, CaV13 FRET inh -46, Glyco luc inh -1, aDG glyco up 0.0, Vif inh -5, H9c2 protect 5, HTR2A ag -2, MC4R ag barr -2.4 and PDI inh 1.
Screening COc1ccc(S(=O)(=O)N(C)C[C@H]2Oc3ncc(Br)cc3C(=O)N([C@@H](C)CO)C[C@@H]2C)cc1 returned MC4R antag cAMP 9, ABCB6 inh MLPCN 100, CaV13 FRET inh -1, Glyco luc inh 0, aDG glyco up 0.0, Vif inh -7, H9c2 protect 10, HTR2A ag 4, MC4R ag barr -1.2 and PDI inh -1.
`Cc1ccc(S(=O)(=O)CCc2ccncc2)cc1` gave MC4R antag cAMP 12, ABCB6 inh MLPCN 100, CaV13 FRET inh -2, Glyco luc inh 1, aDG glyco up -0.1, Vif inh -4, H9c2 protect -6, HTR2A ag 0, MC4R ag barr -0.3 and PDI inh 0.
`O=C(NC(=S)Nc1ccc2oc(=O)ccc2c1)c1cccc(Cl)c1` gave MC4R antag cAMP -4, ABCB6 inh MLPCN 91, CaV13 FRET inh -2, Glyco luc inh 2, aDG glyco up -0.4, Vif inh -4, H9c2 protect -6, HTR2A ag 6, MC4R ag barr 20* and PDI inh 6.
Screening CC(=O)N/C(=C/c1ccc(OS(=O)(=O)c2ccc(C)cc2)cc1)C(=O)NCCO returned MC4R antag cAMP 5, ABCB6 inh MLPCN 99, CaV13 FRET inh -3, Glyco luc inh 0, aDG glyco up -0.3, Vif inh -8, H9c2 protect -11, HTR2A ag 5, MC4R ag barr -2.0 and PDI inh -5.
O=C(c1cc(-c2ccncc2)nc2ccccc12)N1CCN(c2ccc(N3CCOCC3)nn2)CC1 was read as MC4R antag cAMP -2, ABCB6 inh MLPCN 100, CaV13 FRET inh -4, Glyco luc inh -1, aDG glyco up 1.0, Vif inh -2, H9c2 protect 4, HTR2A ag -3, MC4R ag barr 5.1 and PDI inh -3.
`COc1ccc(N2CCN(C(=O)Cc3ccc(C)cc3)CC2)cc1` gave MC4R antag cAMP -5, ABCB6 inh MLPCN 93, CaV13 FRET inh -1, Glyco luc inh -2, aDG glyco up -0.3, Vif inh -3, H9c2 protect 9, HTR2A ag 10, MC4R ag barr -0.8 and PDI inh 2.

Bioassay records as filed in PubChem BioAssay.
